M1AAP inhibition: P. falciparum M1AAP inhibitors, biochemical, fluorogenic H-Leu-NHMec substrate, 1536-well (AID 1445) | inhibition, % at 30 µM; hits with a dose series show IC50 in µM | 0.42% of 220,000 active | recombinant M1AAP, H-Leu-NHMec fluorogenic kinetic assay; higher % means a stronger effect;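 active = primary inhibition above the hit cutoff, then over 50% inhibition at one or more dose response concentrations, cut at about 23% in these data, passing the limit was not always enough; inconclusive = conflicting primary data, or primary hits not chosen for dose response; inactive = low primary inhibition, or under 50% at every dose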;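 also: plate controls were DMSO full reaction for no effect and no enzyme background for full effect; strong numbers were not always called active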
NOD1 NF-kB reporter: inhibition of NOD1-driven NF-kB reporter – cell-based, luminescence, uHTS, primary screen (AID 1578); NOD1-driven NF-kB luciferase reporter cells, luminescence; higher % means a stronger effect; one-dose inhibition, % at 4 µM; EC50 in µM for titrated hits; 1% of 290,000 active; in the data active = inhibition mostly above about 36%, no sharp cut-off; inactive = mostly below about 34%;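 also: HEK-293T reporter cells stimulated with the NOD1 agonist gamma-tri-DAP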
KOR beta-arrestin-1: kappa opioid receptor blockers – cell-based, luminescence, uHTS (AID 1778). 0.091% of 290,000 active. one-dose inhibition, % at 10 µM; IC50 in µM for titrated hits. KOR beta-arrestin recruitment, luminescence, antagonist mode; higher % means a stronger effect; also: strong numbers were not always called active
Dynein cargo inh: dynein cargo transport inhibition | 0.47% of 220,000 active | z-score, hits read low | 3617.4 mouse cells, GR-EGFP nuclear translocation imaging; test concentration mostly 20 µM; stimulated with dexamethasone, 1 µM; hits give low values;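 active = plate z-score of nuclear minus cytoplasmic receptor signal below a set negative limit, without overly bright fluorescence or cell loss, cut at about -3.5 in these data, passing the limit was not always enough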;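 also: z-score of nuclear minus cytoplasmic ring GR-EGFP intensity difference per well; some compounds called inactive have numbers as strong as hits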
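Buffer or medium: Induction medium lacking tetracycline, stripped serum | Also added: Dexamethasone agonist, 1.0 µM final, for 30 min | Timing: 48 h induction, 1 h compound, 30 min dex at 37 °C | Detection: Formaldehyde fixation, Hoechst nuclear stain, 10x automated fluorescence imaging | Measure: Nuclear versus cytoplasmic GR-EGFP signal, averaged per well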
NOD2 inhibition: inhibition of NOD2-driven NF-kB reporter – cell-based, luminescence, uHTS, HEK293 (AID 1566) | inhibition, % at 4 µM, or EC50 in µM where a hit was titrated | HEK293 NOD2/NF-kB luciferase reporter, luminescence; higher % means a stronger effect | 0.63% of 290,000 active; also: many of its hits are not listed in these tables
M17LAP inhibition: P. falciparum M17LAP inhibitors, primary screen, biochemical, fluorogenic H-Leu-NHMec substrate, 1536-well (AID 1619); one-dose inhibition, % at 30 µM; IC50 in µM for titrated hits; 0.38% of 220,000 active; recombinant M17LAP, H-Leu-NHMec fluorogenic kinetic assay; higher % means a stronger effect;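 active = compound inhibiting the enzyme by more than half at any dose during confirmatory dose-response retesting; inconclusive = strong single-dose inhibitors picked by rank but not retested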;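 also: plate controls were full reaction with DMSO carrier for no effect and no enzyme background for full effect; strong numbers were not always called active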
KOR beta-arrestin-2: KOR agonists, beta-arrestin recruitment, primary screen, cell-based, luminescence, uHTS (AID 1777); 0.02% of 280,000 active; KOR beta-arrestin recruitment, luminescence; higher % means a stronger effect; one-dose activation, % at 10 µM; EC50 in µM for titrated hits; in the data active = activation above about 50%, passing the limit was not always enough; also: a part of the inactive calls stands beside numbers as strong as those of hits
AID2073: disruptors of CaV2.2 binding to Mint1 – biochemical, HTRF (AID 2073); inhibition, % at 20 µM, or IC50 in µM where a hit was titrated; 0.19% of 290,000 active; HTRF protein-protein interaction, Mint1-CaV2.2; higher % means a stronger effect; in the data active = inhibition mostly above about 51%, no sharp cut-off; inconclusive = no clear call, values can overlap the other calls; inactive = mostly below about 53%; also: some results filed as inactive read as strong as hits
GPR55 activation: selective activators of receptor GPR55 – imaging, U2OS cells, beta-arrestin-GFP redistribution, primary screen (AID 1961); 0.048% of 290,000 active; one-dose activation, % at 10 µM; EC50 in µM for titrated hits; U2OS GPR55 beta-arrestin-GFP redistribution imaging; higher % means a stronger effect;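 active = activation above 40% with more than 50 cells counted in the well; inconclusive = wells holding fewer than 50 cells, flagged as toxic or sparse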;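 also: U2OS osteosarcoma cells stably expressing GPR55 and beta-arrestin-GFP; plate controls were DMSO negative control for no effect and LPI positive control for full effect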
Dynein cargo inh cytoplasmic EGFP: recorded beside Dynein cargo inh, whose call it bears; z-score; measured here: cytoplasmic GR-EGFP intensity; hits give high values
Dynein cargo inh nuclear GR-EGFP: recorded beside Dynein cargo inh, whose call it bears; z-score; measured here: nuclear GR-EGFP intensity;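 lower value marks the stronger effect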
Dynein cargo inh cell count: second read-out of Dynein cargo inh, no call of its own (marks repeat the call); z-score; measured here: cell count per field
* hit, by the source's call; ? = inconclusive; · = no result given; [ ] = dose if it differs, or a comment. Rule as the data show it, unless noted: active = inhibition above about 50%; inactive = the rest. Only part of the results is shown; count on the stated rates, not on these rows.

SMILES	M1AAP inhibition	NOD1 NF-kB reporter	KOR beta-arrestin-1	Dynein cargo inh	Dynein cargo inh cytoplasmic EGFP	Dynein cargo inh nuclear GR-EGFP	Dynein cargo inh cell count	NOD2 inhibition	M17LAP inhibition	KOR beta-arrestin-2	AID2073	GPR55 activation
CC(=O)N1CCc2cc(S(=O)(=O)NCCCOC(C)C)ccc21	-10.2%	15.5%	19.5%	-0.96	-0.243	-0.223	0.691	22.0%	-14.5%	-2.2%	-1.6%	0.0%
COc1ccc(/C=C(/NC(=O)c2ccco2)C(=O)N2CCCC2=O)cc1	6.1%	-22.3%	-27.2%	-0.632	-0.0337	-0.187	0.444	4.6%	9.1%	-4.3%	4.6%	-0.8%
COC(=O)c1nnc(-c2ccccc2)nc1OC	4.8%	-0.9%	7.2%	-0.199	-0.232	-0.567	0.795	12.6%	8.0%	-4.5%	3.3%	-0.3%
O=C(Nc1cnc2ccccc2c1)c1cccc(-n2cnnn2)c1	-0.1%	10.8%	-47.1%	0.61	-0.0653	0.307	-0.0923	-63.8%	-7.3%	3.4%	5.2%	0.0%
COc1ccccc1CO/N=C/NC(=O)c1c(OC)ccnc1Oc1ccc(F)cc1	0.6%	-12.4%	-9.4%	-0.234	-0.206	-0.574	0.258	6.8%	15.8%	-4.2%	?	-0.1%
O=C(Cc1noc2ccccc12)Nc1ccccn1	1.9%	-23.0%	-36.7%	-0.292	-0.253	-0.0561	-0.386	8.6%	14.4%	5.4%	-0.5%	-0.3%
CC(C)(C)c1ccc(C(=O)NCC(=O)OCC(=O)Nc2nc(-c3ccc(F)cc3)cs2)cc1	5.2%	-26.9%	-32.9%	1.52	-0.153	0.513	-0.989	-4.1%	6.9%	-0.8%	13.9%	-0.2%
CC(=O)Nc1c([N+](=O)[O-])cc2[nH]c(=O)[nH]c2c1[N+](=O)[O-]	9.0%	-16.3%	10.7%	-0.888	-0.342	-0.176	0.099	-3.3%	8.3%	-4.4%	11.2%	-0.5%
CCc1cccc(NC(=O)c2sc3nc4n(c(=O)c3c2C)CCC4)c1	·	-29.9%	-8.6%	·	·	·	·	-27.8%	·	-5.9%	4.8%	-0.2%
CCOc1cccc(C(=O)N(Cc2ccco2)C2CCS(=O)(=O)C2)c1 (stereo not drawn)	1.7%	-11.3%	14.3%	-0.633	-0.226	-0.973	0.35	18.6%	6.2%	-3.5%	14.5%	0.1%
CCCCc1ccc(S(=O)(=O)NCCCN2CCCC2=O)cc1	·	7.7%	-12.9%	·	·	·	·	36.0%	·	2.8%	1.8%	-0.2%
Cn1c(Cc2ccccc2)[n+](C)c2ccccc21	1.2%	-33.8%	34.8%	-0.987	-0.142	-0.172	0.832	11.5%	-5.4%	-17.0%	-4.4%	0.9%
N/C(=N\OC(=O)COc1ccc(Cl)cc1)c1cccnc1	8.2%	-53.9%	-11.7%	0.143	-0.208	-0.297	0.298	-10.3%	4.4%	6.3%	4.1%	0.1%
O=C(N1CCOCC1)C1(S(=O)(=O)c2ccccc2)CC=CC1	·	-6.2%	-27.1%[20 µM]	·	·	·	·	3.7%	·	0.6%	25.0%	-0.2%
CCCCc1nc2ccccc2c(NC(=O)CN2CCCC2)c1CCC	-7.5%	-2.4%	12.2%	-0.56	-0.247	-0.252	1.23	11.0%	6.2%	-1.1%	6.8%	0.1%
CN1CCN(C(=O)c2cc3cc(F)ccc3[nH]2)CC1	·	-0.4%	-6.5%	·	·	·	·	-8.2%	·	2.2%	11.1%	0.0%
Cc1ccc(S(=O)(=O)NCC(=O)N2CCN(c3ccccn3)CC2)cc1	-2.8%	-19.2%	12.4%	0.691	0.619	0.925	-1.31	0.2%	-5.8%	-4.6%	40.2%	0.5%
Cc1ccc(N(CC(=O)NCC2CCCO2)C(=O)CCC(=O)Nc2nccs2)cc1C (stereo not drawn)	·	-36.0%	6.2%	·	·	·	·	-3.7%	·	0.5%	-3.7%	-0.2%
COc1cc2ccccc2cc1C(=O)Nc1ccc(NC(=O)c2cccs2)cc1	·	31.1%	-14.6%	·	·	·	·	60.7%*	·	2.7%	17.6%	0.0%
Cc1ccc(Nc2nc(NCCO)nc3c2cnn3C)cc1Cl	·	14.1%	-5.4%	·	·	·	·	25.1%	·	-4.5%	8.8%	0.0%
OC(Cn1cncn1)c1ccc(Cl)cc1 (stereo not drawn)	10.6%	-9.9%	-19.2%	-0.311	-0.199	-0.228	0.681	3.4%	-6.8%	0.2%	-1.1%	-0.6%
CSc1nc2c(c(=O)n1-c1ccc(F)cc1)SCC2	-0.3%	-9.6%	-15.0%	-0.795	-0.245	-0.493	0.407	6.5%	9.1%	-2.6%	16.4%	-0.4%
CCCc1nc2ccccc2c(=O)n1-c1c(C)n(C)n(-c2ccccc2)c1=O	-1.7%	-24.6%	38.1%	-0.239	-0.131	0.267	-0.633	5.0%	5.2%	1.5%	1.4%	-0.2%
Cc1ccc(NC(=O)CSc2cn[nH]n2)cc1	·	-9.9%	-32.5%	·	·	·	·	-9.9%	·	-4.9%	8.3%	0.6%
Cc1ccc2nc(NCc3ccccc3)c(C#N)cc2c1	5.0%	-9.1%	22.2%	0.0437	-0.201	0.532	-0.679	-25.7%	-6.7%	-2.0%	2.8%	0.3%

(next part)
SMILES	M1AAP inhibition	NOD1 NF-kB reporter	KOR beta-arrestin-1	Dynein cargo inh	Dynein cargo inh cytoplasmic EGFP	Dynein cargo inh nuclear GR-EGFP	Dynein cargo inh cell count	NOD2 inhibition	M17LAP inhibition	KOR beta-arrestin-2	AID2073	GPR55 activation
CSCCC1NC2(C(=O)Nc3c(C)cc(Cl)cc32)[C@@H]2C(=O)N(C3CCCC3)C(=O)[C@H]12 (stereo partly drawn)	5.1%	25.4%	11.5%	2.23	-0.27	0.394	-1.26	11.6%	0.2%	7.9%	-2.7%	0.2%
Cc1nc2sc3c(c2c(=O)[nH]1)CCCCC3	1.5%	-8.1%	2.7%	1.11	-0.214	0.421	-1.06	5.5%	-1.6%	4.2%	5.8%	-0.2%
COc1ccccc1-c1nnc(SCC(=O)OC(C)C)o1	0.2%	-25.2%	18.5%	0.0806	-0.272	-0.219	0.195	2.2%	3.6%	-1.0%	-13.7%	-0.2%
COc1cccc2cc(C(C)N(CCCN3CCOCC3)C(=S)Nc3cc(C)cc(C)c3)oc12 (stereo not drawn)	2.9%	-25.7%	-4.4%	0.544	-0.0216	0.483	-0.477	12.4%	-1.1%	-1.7%	7.7%	-0.1%
Cc1onc(-c2ccccc2Cl)c1C(=O)NCc1ccco1	4.1%	-1.3%	0.1%	-0.836	-0.175	-0.192	0.382	15.4%	-11.1%	14.2%	39.1%	-0.2%
O=C(NCc1ccccc1)Oc1cccc(Cl)c1	1.6%	-17.8%	9.1%	-0.247	-0.178	-0.129	-0.0725	13.9%	6.5%	2.0%	-8.5%	-0.2%
COc1cccc2cc(-c3n[nH]c(=S)n3C)oc12	4.9%	-17.7%	19.9%	0.0337	-0.227	0.0511	-0.0742	6.4%	-9.4%	-3.8%	14.1%	0.1%
CCOC(=O)C1CCN(S(=O)(=O)c2cccc(C(=O)Nc3ccccc3)c2)CC1	·	-19.9%	-2.4%	·	·	·	·	8.5%	·	0.6%	-6.9%	0.0%
C=CCn1c(NCc2ccc(OC)cc2)nc2ccccc21	·	-38.8%	-6.6%	·	·	·	·	0.1%	·	-0.7%	6.5%	1.0%
O=C(CCN1C(=O)/C(=C\c2ccccc2)SC1=S)Nc1ccc(C(=O)O)cc1	·	-14.8%	-13.9%	·	·	·	·	10.4%	·	-3.0%	8.3%	-0.1%
Cc1ccc(NC(=O)Nc2c(C)n(C)n(-c3ccccc3)c2=O)cc1C	7.6%	-23.1%	8.9%	1.44	0.0899	0.639	-2.29	13.6%	7.3%	-2.5%	10.7%	-0.2%
COc1cc(C(=O)OCC(=O)Nc2ccc(F)cc2F)cc(OC)c1OC	8.6%	3.5%	-7.9%	-0.0241	-0.231	0.654	0.942	16.7%	4.9%	6.4%	11.2%	0.0%
COc1cc(S(=O)(=O)Nc2cccc3cn[nH]c23)c(OC)cc1C	·	-8.9%	-2.9%	·	·	·	·	6.9%	·	-2.0%	5.7%	0.1%
COc1ccccc1N1CCN(CCN2C(=O)C3CCCN3C2=O)CC1 (stereo not drawn)	·	-38.2%	-22.5%[20 µM]	·	·	·	·	-4.7%	·	13.8%	4.2%	0.1%

Screens from PubChem BioAssay.
